Compound activity as filed in PubChem.
GAA glycogen mod – GAA glycogen-cleavage inhibition or activation. P10253. recombinant GAA, glycogen substrate, Amplex Red glucose oxidase fluorescence. Potency, µM (series often up to 76.4 µM), without a hit: at the highest dose activity change, negative = inhibition, actives largely listed as inhibitors. hit rate 0.38% among 300,000. AID 2100; active means well fitted inhibition curve with a large enough effect; inconclusive means small, poorly fitted or top-dose-only effect, or another doubt; inactive means no such curve, though single readings can be large or run the other way;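 further: 0% = full enzyme reaction and -100% = no-enzyme basal signal; the screen sought inhibitors and activators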
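Recombinant enzyme (4 nM final) with compounds titrated up to 77 uM and bovine liver glycogen (30 ug) in citrate pH 5.0, 0.01% Tween-20, 37 C 40 min. Released glucose detected by Amplex Red/glucose oxidase (Ex 573/Em 610); AC50 from Hill fits.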
Numbers without * were called inactive; ? = inconclusive; [ ] = remark or other dose. Potency means the concentration at half of the fitted maximal effect. The list is partial (hit frequency here may not be typical).

GAA glycogen mod	Compound
2%	COc1ccc(NC(=O)c2ccccc2NS(=O)(=O)c2ccc(CNC(C)=O)cc2)c(OC)c1
-13%[76.3 µM]	Cc1cc(C)cc(NC(=O)C2CCN(C(=O)[C@@H]3Cc4ccccc4CN3)CC2)c1
6%[76.3 µM]	O=C(Nc1cccc(O)c1)c1cccc(S(=O)(=O)Nc2cccc(O)c2)c1
7%	O=C(NC1CCCC1)C(c1ccncc1)N(C(=O)c1ccco1)c1ccccc1 (stereo not drawn)
-5%[76.3 µM]	Cc1ccc(-n2ncc3c2CCCC3NC(=O)c2ocnc2C)cc1C (stereo not drawn)
0%[76.3 µM]	COc1cccc(CN2CC(C(=O)NCCc3ccc(C)o3)CCC2=O)c1 (stereo not drawn)
15%[76.3 µM]	COc1cccc(-c2cn(C[C@H]3CC[C@@H]([C@@H]4CC[C@H](Cn5cc(-c6cccc(OC)c6)nn5)O4)O3)nn2)c1
-1%[76.3 µM]	COc1ccc(C(=O)NCCc2nnc3ccc(SCC(=O)Nc4ccccc4)nn23)cc1
-1%	CCOc1ccc(OCC(O)CN2CCc3ccccc3C2)cc1 (stereo not drawn)
-5%	COc1ccc(-n2nc(C(=O)NCC(=O)N3CCC(C)CC3)c3ccccc3c2=O)cc1Cl
13%[76.3 µM]	O=C1C=C(N2CCOCC2)c2ccccc2C1=O
-16%[76.3 µM]	COc1ccccc1C(=O)Nc1ccc2oc(-c3cccc(Cl)c3Cl)nc2c1
-8%[76.3 µM]	CC(C)n1cc(CNC(=O)C2CCC(=O)N(Cc3ccccc3F)C2)cn1 (stereo not drawn)
-12%[76.3 µM]	O=S(=O)(NC1CC2CCC1C2)c1ccc(Br)cc1 (stereo not drawn)
-5%	CN(C)C(CNC(=O)C1CCN(S(=O)(=O)c2cccc(Cl)c2Cl)CC1)c1ccccc1 (stereo not drawn)
5%[76.3 µM]	CCCc1cc(=O)oc2cc(OCC(=O)Nc3ccc(S(N)(=O)=O)cc3)ccc12
1%	O=C1NC(NS(=O)(=O)c2ccccc2)(C(F)(F)F)C(=O)N1c1cccc(Cl)c1 (stereo not drawn)
-2%	O=C(Nc1ccccc1Cl)C1CCCN(S(=O)(=O)c2ccc(-n3cnnn3)cc2)C1 (stereo not drawn)
12%[76.3 µM]	C=CCN(CC=C)C(=O)c1ccc2nc(Cc3ccc(OC)c(OC)c3)oc2c1
-4%[76.3 µM]	Nc1nnc(/C=C/c2cccc([N+](=O)[O-])c2)s1
-12%[76.3 µM]	Cc1cc(OCC(=O)N(C)Cc2ccccc2)ccc1Cl
6%[76.3 µM]	COc1ccc(NC(=O)CN(C)C(=O)C23CC4CC(CC(C4)C2)C3)cc1
-4%[76.3 µM]	Nc1ncc(Br)cc1S(=O)(=O)NCCC(=O)NCCc1ccccc1
7%[76.3 µM]	O=C(O)C(c1ccccc1)N1C(=O)c2cccc3cccc(c23)C1=O (stereo not drawn)
2%	COc1ccc(Nc2cc(C)c3cc([N+](=O)[O-])ccc3n2)cc1
-2%[76.3 µM]	COc1ccc(OCc2cc(C(=O)N3CCC(OC)CC3)no2)c2ccccc12
-9%[76.3 µM]	O=C(COC(=O)C1C2CC3OC(=O)C1C3C2)Nc1cccc(Cl)c1 (stereo not drawn)
-10%[76.3 µM]	O=C(CC1C(=O)NCCN1C(=O)c1ccccc1)Nc1cc(Cl)ccc1Cl (stereo not drawn)
-7%[76.3 µM]	Cc1cc(Cl)ccc1NC(=O)CCC(=O)N/N=C/c1cccnc1
-20%[76.3 µM]	COc1ccc(N2CCN(c3ccc(NC(=O)NN)cc3)CC2)cc1
-17%[76.3 µM]	CCN1CCc2c(sc(NC(=O)c3cc4ccccc4cc3OC)c2C(N)=O)C1
-9%[76.3 µM]	Cc1ccc(NC(=O)c2cccnc2)cc1C
-4%	CC(C)NC(=O)CC1(C(=O)NCc2ccc(Cl)cc2)CCCC1
-6%[76.3 µM]	c1ccc(NC2=NCCN2CCC2CCCC2)cc1
-4%[76.3 µM]	CN(CC(=O)Nc1c(Cl)cccc1Cl)C(=O)c1cccn1C
-4%[76.3 µM]	COc1ccc(C(CNC(=O)c2cc(C)on2)N(C)C)cc1 (stereo not drawn)
2%	Cc1c(C)c2ccc(OCC(=O)c3ccccc3)cc2oc1=O
1%[76.3 µM]	Nn1c(SCC(=O)Nc2ccccc2F)nnc1C1CCCCC1
-3%[76.3 µM]	CC(C)OCCCN(C)C1CCN(S(=O)(=O)c2ccc(-c3cc(C(F)(F)F)no3)s2)CC1
3%[76.3 µM]	CCOc1ccc(S(=O)(=O)N2CCC(C(=O)NCC3CCCO3)CC2)cc1 (stereo not drawn)
-6%[76.3 µM]	COc1ccc(CCNC(=O)CCc2nnc(Cc3ccc4c(c3)OCO4)o2)cc1
?	CC(C)C[C@H](NC(=O)c1nc[nH]c1C(=O)NCC(=O)OCc1ccccc1)C(=O)OCc1ccccc1
-7%[3.05 µM]	COC(=O)C1(C)NC(c2ccc(O)cc2)C2C(=O)N(c3ccccc3)C(=O)C21 (stereo not drawn)
0%[76.3 µM]	CCN(CC(=O)Nc1ccc(NC(C)=O)cc1)Cc1c(O)ccc2cc(Br)ccc12
0%[76.3 µM]	O=C(Nc1ccc(F)cc1)c1cccnc1
1%	CCOC(=O)c1ccc(N2C=C(C(=O)OC)C(c3cccc(O)c3)C(C(=O)OC)=C2)cc1
-8%[76.3 µM]	COc1ccc(-c2csc3ncnc(N4CCN(c5ccccc5)CC4)c23)cc1
2%[76.3 µM]	COc1ccc(CC(=O)NCC2CCCN(Cc3ccc(OC(F)(F)F)cc3)C2)cc1 (stereo not drawn)
-5%	Cc1oc2c(c(C)cc3oc(=O)c(CC(=O)N[C@H](C(=O)O)C(C)C)c(C)c32)c1C
0%[76.3 µM]	O=C(Nc1ccc(Oc2ccccc2)nc1)C1CCN(Cc2ccccc2)CC1
0%[76.3 µM]	CCOC(=O)c1cnc2c(C)cccc2c1NCCCN1CCOCC1
-4%	CN(C)c1ccc(N=Cc2cccn2C)cc1
3%[76.3 µM]	COc1cc(NC(=O)CSc2ccc(-c3cccnc3)nn2)cc(OC)c1
-14%[76.3 µM]	CCOc1ccc(S(=O)(=O)N(CC(=O)NCc2cccnc2)c2ccc(F)cc2)cc1
-10%[76.3 µM]	COc1cccc(CN(C)C(=O)c2ccccc2Sc2ccccc2C#N)c1OC
1%[76.3 µM]	O=C(c1nc2ccc(Cl)cn2c1CN1CCCC(CO)C1)N1CCc2ccccc2C1 (stereo not drawn)
4%[76.3 µM]	COc1ccc(S(=O)(=O)N2CCN(Cc3ccccc3)CC2)c(C)c1
1%	O=C(CN(Cc1ccccc1)C(=O)CNS(=O)(=O)c1ccc(F)cc1)NCC1CCCO1 (stereo not drawn)
0%[76.3 µM]	CC(=O)CCC(=O)N1CCCC(N2CCN(c3cccc(Cl)c3)CC2)C1 (stereo not drawn)
3%	NS(=O)(=O)c1ccc(CNC(=O)c2cc(=O)c3ccccc3o2)cc1

(more compounds)
GAA glycogen mod	Compound
-1%[76.3 µM]	CCCc1nc2ccc(NC(C)=O)cc2c(=O)n1Cc1cccc(Cl)c1
0%[76.3 µM]	CCC(C)[C@H](NC(=O)[C@@H]1CSC2c3ccccc3C(=O)N21)C(=O)NCc1ccncc1 (stereo partly drawn)
-10%[76.3 µM]	COc1ccc(C(=O)NC2CC2)cc1OC1CCN(Cc2ccc(Cl)cc2)CC1
-18%[76.3 µM]	Cc1ccc2c(C)c(C(=O)N(Cc3ccc(N(C)C)cc3)C3CCS(=O)(=O)C3)oc2c1 (stereo not drawn)
-3%[76.3 µM]	Cc1c(OC(C)C(=O)NCC2CCC(C(=O)O)CC2)ccc2c3c(c(=O)oc12)CCCC3 (stereo not drawn)
-14%[76.3 µM]	CCN1CCSc2ccc(C(=O)NCc3cc(Br)ccc3OC)cc21
-2%[76.3 µM]	CC1CCC(NC(=O)Cn2c(=O)oc3cc(S(=O)(=O)N4CCCC4)ccc32)CC1 (stereo not drawn)
-4%[76.3 µM]	COC(=O)c1ccc(CNC(=O)c2ccc3oc(C(C)C)nc3c2)cc1
4%	COc1cccc(CN2C(=O)C(C)Oc3ccccc32)c1 (stereo not drawn)
-5%[76.3 µM]	COc1ccc(NC(=O)CCCNC(=O)Cn2cnc3sc(C)c(C)c3c2=O)c(OC)c1
-14%	NNC(=O)c1cccn(Cc2cccc(C(F)(F)F)c2)c1=O
2%[76.3 µM]	CC(=O)c1ccc(N2CCN(C(=O)c3cccs3)C(C)C2)c(F)c1 (stereo not drawn)
7%[76.3 µM]	N=c1c(S(=O)(=O)c2ccc(Cl)cc2)cc2c(=O)n3ccccc3nc2n1Cc1cccnc1
-4%	O=C(Nc1ccc(F)cc1)c1ccc(Br)c(S(=O)(=O)N2CCOCC2)c1
-2%[76.3 µM]	O=S(=O)(c1ccc(Br)cc1)N1CCCc2ccccc21
4%[76.3 µM]	CCCOc1ccc(S(=O)(=O)N2CCN(C)CC2)c2ccccc12
-1%[76.3 µM]	COc1ccc(CC(=O)Nc2ccc(S(=O)(=O)Nc3nccs3)cc2)cc1
-18%	COc1ccc(OC)c(C(=O)CCCC(=O)c2cc(OC)ccc2OC)c1
-21%[76.3 µM]	Clc1cccc(CN2CCSCC2)c1
2%[76.3 µM]	COc1ccc(OCc2cc(C(=O)N(C)C3CCOCC3)no2)c2ccccc12
0%[76.3 µM]	O=C(c1cccc(Oc2ccc([N+](=O)[O-])cc2)c1)N1CCOCC1
8%	Cc1ccc(C(=O)NCCNC(=O)c2cnccn2)cc1
-4%[76.3 µM]	O=C(NCCc1ccc(F)cc1)c1ccncc1
3%[76.3 µM]	O=C(CN1CCOCC1)Nc1nc2ccc(Cl)cc2s1
-7%	O=C(C1CCCN(Cc2ccc(Cl)cc2)C1)N1CCCCC1 (stereo not drawn)
-10%[76.3 µM]	O=S(=O)(NN=C1CCCCCC1)c1ccc(Cl)cc1
4%[76.3 µM]	CSc1ccccc1NC(=O)COc1nsnc1N1CCOCC1
-1%[76.3 µM]	COc1ccc(CC(=O)Nc2c(C(N)=O)oc3ccccc23)cc1
-7%	COc1ccc(N2CCOCC2)c(NC(=O)c2ccco2)c1
6%[76.3 µM]	COc1ccc(CN2CCC(n3nccc3NC(=O)CCOc3ccccc3)CC2)cc1C
-17%	O=C(c1ccccc1)N1N=C(c2ccc(F)cc2)CC1(O)C(F)(F)F (stereo not drawn)
14%[76.3 µM]	CC(C)(C)NC(=O)C(c1ccc(O)cc1)N(Cc1ccco1)C(=O)CCC(=O)Nc1ccccn1 (stereo not drawn)
1%[76.3 µM]	COc1ccc(C(=O)NCc2nnc(SCC(=O)N3CCCC3)o2)cc1
0%[76.3 µM]	COc1ccccc1N1CCN(C(=O)c2ccccc2N(C)S(=O)(=O)c2ccc(C)cc2)CC1
-5%[76.3 µM]	Cc1cc(C)nc(Nc2cccc(C(F)(F)F)c2)n1
-4%	Cc1ccc(/C=N/n2c(COc3ccccc3)n[nH]c2=S)cc1
0%	CCN1CCN(C(=O)c2cc3c(=O)n4ccccc4nc3s2)CC1
-18%[76.3 µM]	CCOC(=O)C1(Cc2ccccc2C)CCCN(C(=O)CCC(=O)OC)C1 (stereo not drawn)
-3%	CCOC(=O)Cn1cnc2c(nnn2-c2cccc(OC)c2)c1=O
-3%	COC(=O)CCc1c(COC(C)=O)[nH]c(C(=O)OCc2ccccc2)c1C
1%[76.3 µM]	Cc1ccnc(Nc2nc(-c3ccc(Cl)cc3)cs2)c1
5%[76.3 µM]	CCC(C)c1ccccc1OCC(=O)NN1C(=O)c2ccccc2C1=O (stereo not drawn)
-1%[76.3 µM]	Cc1cc(C(=O)NCC(c2cccs2)N2CCOCC2)ccc1[N+](=O)[O-] (stereo not drawn)
-1%[15.3 µM]	COc1ccc([C@]23Cc4cc(OC)c(OC)cc4C(O2)c2c(cc(C)n(Cc4ccccc4)c2=O)O3)cc1
-5%	O=C(Cn1cc([N+](=O)[O-])cn1)N1CCN(Cc2ccc3c(c2)OCO3)CC1
3%	CCc1ccc(C(CC(=O)O)N2Cc3ccccc3C2=O)cc1 (stereo not drawn)
-1%[76.3 µM]	CC1=C(C(=O)N2CCCC(N3CCN(c4ccccc4F)CC3)C2)OCCO1 (stereo not drawn)
0%[76.3 µM]	O=S(=O)(NCCc1csc(-c2cccnc2)n1)c1cc(F)ccc1F

Reprinted from the listing (3 entries):
GAA glycogen mod	Compound
-3%	COC(=O)CCc1c(COC(C)=O)[nH]c(C(=O)OCc2ccccc2)c1C
1%[76.3 µM]	Cc1ccnc(Nc2nc(-c3ccc(Cl)cc3)cs2)c1
5%[76.3 µM]	CCC(C)c1ccccc1OCC(=O)NN1C(=O)c2ccccc2C1=O (stereo not drawn)

Part of the list above, field by field:
CCC(C)c1ccccc1OCC(=O)NN1C(=O)c2ccccc2C1=O (stereo not drawn)
  GAA glycogen mod: 5%[76.3 µM]

CCc1ccc(C(CC(=O)O)N2Cc3ccccc3C2=O)cc1 (stereo not drawn)
  GAA glycogen mod: 3%

O=S(=O)(NCCc1csc(-c2cccnc2)n1)c1cc(F)ccc1F
  GAA glycogen mod: 0%[76.3 µM]

CCOC(=O)Cn1cnc2c(nnn2-c2cccc(OC)c2)c1=O
  GAA glycogen mod: -3%

(further entries)
GAA glycogen mod	Compound
-8%[76.3 µM]	COc1ccc(C(=O)NCC(=O)c2ccccc2)cc1
-2%	COc1ccc(CSc2nnnn2-c2ccc(C(N)=O)cc2)cc1[N+](=O)[O-]
-7%[76.3 µM]	O=C(CS(=O)(=O)c1ccc(F)cc1)N1CCOCC1
-1%	CCOC(=O)c1cc2cc(OCc3ccccc3)ccc2nc1C
5%	CCn1c(SCc2cccc(F)c2)nnc1-c1ccncc1
